RAD52 inh – inhibitors of human RAD52 DNA annealing. 360,000 compounds, 0.46% hits. P43351. inhibition, % at 18.7 µM. AID 651710. recombinant RAD52 DNA annealing, FRET fluorescence;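 active means every replicate showing at least 50% inhibition; inconclusive means mean inhibition at least 50% but not in every replicate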
Target sequence (P43351 whole entry, looked up): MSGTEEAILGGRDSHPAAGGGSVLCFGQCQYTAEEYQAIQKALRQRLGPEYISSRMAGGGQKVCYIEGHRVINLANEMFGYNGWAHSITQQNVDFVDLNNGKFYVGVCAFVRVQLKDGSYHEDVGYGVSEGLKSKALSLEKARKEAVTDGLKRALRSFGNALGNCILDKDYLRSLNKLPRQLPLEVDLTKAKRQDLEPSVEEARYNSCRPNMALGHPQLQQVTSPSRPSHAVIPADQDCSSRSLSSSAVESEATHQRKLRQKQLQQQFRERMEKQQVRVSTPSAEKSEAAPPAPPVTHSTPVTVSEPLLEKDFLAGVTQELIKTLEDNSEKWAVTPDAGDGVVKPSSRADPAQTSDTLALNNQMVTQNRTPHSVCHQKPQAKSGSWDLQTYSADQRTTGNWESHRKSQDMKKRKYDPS
S100A4 inh HTS – S100A4-myosin IIA interaction inhibition. P26447. S100A4/TAMRA-MyoIIA peptide fluorescence polarization. inhibition, % at 10.7 µM. 360,000 compounds, 0.14% hits;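 active means mean inhibition of at least 70% across replicates, with every replicate also reaching that level; inconclusive means mean inhibition reaches 70% but some replicates fall short; inactive means mean inhibition below 70%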
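Test system: S100A4 monomer protein; Medium: HEPES pH 7.2 with CaCl2, KCl, NaCl, DTT, Triton; Probe or stimulus: TAMRA-labelled myosin IIA heavy-chain peptide probe, 5 nM; Doses: one dose per compound; Times: polarization read 5 min after assay mix addition, stable 5–60 min; Benchmarks: neutral control DMSO, positive control TFP.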
esBAF inh – blocks esBAF chromatin remodeling in mouse ES cells; Bmi1-luciferase knock-in reporter, 24 h; 100% = twice the neutral-well signal; reporter increase, % at 12.5 µM; 350,000 compounds, 2% hits; AID 602393; in the data active means activation above about 40%; inconclusive means no clear call, values can overlap the other calls;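 further: 0% = median of the plate's neutral control wells and 100% = double that signal; a rise in the Bmi1 reporter signal indicates esBAF inhibition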
E-sel inducer – induces E-selectin expression in human endothelial cells. HUVEC E-selectin immunofluorescence imaging; normalized: neutral wells 0, TNF-alpha wells 100. activation, % at 7.58 µM. 260,000 compounds, 0.37% hits. AID 686992;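 active means mean E-selectin-positive cell signal at least 10% of the positive control, reached in at least 60% of replicates, without over 20% cell loss; inconclusive means no rule given, readout overlaps actives, possibly toxicity-flagged; inactive means the rest, including those meeting only one limit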;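 further: in these data hits start at about 27%; measured in HUVEC primary endothelial cells; signal is the percent of cells scored E-selectin positive by PE staining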
Target sequence (P16581 whole entry, looked up): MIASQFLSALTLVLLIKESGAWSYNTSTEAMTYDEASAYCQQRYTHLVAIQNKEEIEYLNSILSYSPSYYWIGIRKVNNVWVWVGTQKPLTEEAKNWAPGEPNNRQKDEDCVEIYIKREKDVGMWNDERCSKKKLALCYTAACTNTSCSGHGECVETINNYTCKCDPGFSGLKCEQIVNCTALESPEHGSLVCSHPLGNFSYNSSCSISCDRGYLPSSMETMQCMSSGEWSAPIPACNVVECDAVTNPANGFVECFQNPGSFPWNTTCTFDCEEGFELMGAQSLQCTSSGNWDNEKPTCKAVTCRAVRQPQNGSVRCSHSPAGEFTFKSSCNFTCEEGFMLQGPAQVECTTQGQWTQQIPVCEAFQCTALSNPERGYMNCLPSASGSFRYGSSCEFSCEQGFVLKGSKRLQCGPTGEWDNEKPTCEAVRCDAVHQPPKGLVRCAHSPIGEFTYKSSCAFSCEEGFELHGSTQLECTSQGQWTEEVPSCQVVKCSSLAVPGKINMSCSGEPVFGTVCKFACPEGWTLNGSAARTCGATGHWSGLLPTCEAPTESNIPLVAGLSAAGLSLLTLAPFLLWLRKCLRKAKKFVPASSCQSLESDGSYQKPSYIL
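Test system: HUVEC | Signal: Immunofluorescence imaging | Read-out: Percent E-selectin-positive cells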
XiGFP reactiv – activators of X-chromosome reactivation in mouse fibroblasts | activation, % at 7.58 µM | 360,000 compounds, 0.055% hits | XiGFP mouse fibroblasts, % GFP-positive cells imaging, 3 d; cells co-treated with 5-aza-dC sensitizer; scaled so ellipticine positive control = 100%;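 active means mean normalized replicate activation at least 10% and every replicate at or above 10%; inconclusive means only one of the two criteria met; inactive means mean below 10% and not all replicates reach 10%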;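 further: 0% = median of on-plate neutral control wells and 100% = ellipticine 6 µM median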
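Assay system: SV40-immortalized XiGFP fibroblast cells, line 68-5-11; buffer or medium: DMEM plus 5-aza-dC sensitizer; compound: one concentration, pinned; timing: compounds 3 days, fix/stain 15 min at room temperature; benchmarks: positive control ellipticine, 6 µM final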
FN deposition inh – fibronectin deposition inhibition; AH1F fibroblasts, Alexa488-fibronectin deposition fluorescence, overnight; inhibition, % at 12.6 µM; 350,000 compounds, 0.086% hits; AID 743247;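 active means mean inhibition across replicates of 30% or more, regardless of how many single replicates reach that level; inconclusive means mean under 30% yet at least half of replicates reach 30%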;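 further: positive control wells lacked labelled fibronectin entirely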
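Material: AH1F fibroblast monolayer depositing Alexa488-labelled fibronectin into matrix / Amount: 10000 AH1F cells per well / Signal: fluorescence 485/525 nm / Medium: DMEM, 2% serum / Compound: single dose, pinned / Incubation: 1 h cell adhesion before compound, then overnight fibronectin incubation / Reagent: Alexa488-FN, 24 nM final / Read-out: inhibition of fibronectin deposition signal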
EWS-Fli block – inhibitors of EWS/Fli oncoprotein transcriptional activity. AID 651661. 350,000 compounds, 0.67% hits. inhibition, % at 12.6 µM. A673 NR0B1-luciferase reporter, viability-normalised;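 active means mean inhibition of at least 50% after viability correction, with every replicate also passing that limit; inconclusive means mean reaches 50% but only one of two replicates passes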;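 further: firefly luciferase signal divided by Alamar Blue viability fluorescence both relative to DMSO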
RAD54 inh – blocks human RAD54 Holliday junction branch migration. Q92698. FAM/BHQ fluorescence. inhibition, % at 10.4 µM. 360,000 compounds, 0.14% hits. AID 602329;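 active means mean normalized replicate activity at least 40 and at least half of replicates scoring 40 or more; inconclusive means only one of the two criteria met; inactive means mean below 40 and under half of replicates reaching 40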;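 further: 0% = median of neutral control wells and 100% = median of positive control wells; inhibitors cause a drop in the FAM fluorescence signal; in these data hits start at about 50%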
* marks the source's active call; other numbers are inactive results; ? = inconclusive; / = no result given; & = joins results of further samples. Outcome played no part in choosing rows; about 3% have a hit in one of these screens.

Each structure is followed by: RAD52 inh, S100A4 inh HTS, esBAF inh, E-sel inducer, XiGFP reactiv, FN deposition inh, EWS-Fli block, RAD54 inh
[1] CCOC(=O)N1CCC(Nc2c(NCCN3CCN(c4ccccc4F)CC3)c(=O)c2=O)CC1
→ -6&-11, -1&-1, -1, -0.4&-1.6, -0.1&0.1, 1&-11, -3&1, -6&-8
[2] Nc1ncccc1OCc1ccc(Cl)c(Cl)c1
→ -12, 4, /, /, 0.1, -10, -118, -16
[3] CC1=C(C(=O)Nc2ccccc2F)C(c2cccs2)C2=C(CCCC2=O)N1 (stereo unspecified)
→ -3, -3, /, /, 0.0, -25, 2, /
[4] CCN(CC)C(=O)C1CCCN(Cc2sccc2C)C1 (stereo unspecified)
→ -16, -1, 8, /, /, /, -2, 13
[5] Cc1ccccc1-c1ccc2c(c1)O[C@@H](CN(C)C(=O)C1CC1)[C@H](C)CN([C@H](C)CO)S2(=O)=O
→ 11, 1, -5, 0.1, -0.3, -3, -4, -1
[6] CS(=O)(=O)c1ccc(Cl)c(C(=O)Nc2ccc3nc(N4CCOCC4)sc3c2)c1
→ -15, -5, 27, -0.9, -0.1, 7, -18, 4
[7] CCn1ncc2c(=O)c(C(=O)c3ccccc3)c[nH]c21
→ -12, 1, /, 0.1, 0.0, -3, -16, /
[8] Nc1ccccc1NC1CCCCC1
→ 35, -33, /, /, 0.1, /, 5, /
[9] COc1cc(=O)[nH]c(SC(C)C(=O)Nc2nc3c(s2)CCCC3)n1 (stereo unspecified)
→ -10, -4, 4, /, 0.0, 6, 10, -12
[10] NC(=S)NNC(=O)c1cc(C(F)(F)F)cc(C(F)(F)F)c1
→ 3, 25, /, 2.7, 0.0, -6, -1, 23
[11] COCCCNC(=O)c1ccc2c(c1)ncn2-c1ccc(C)cc1C
→ -9, -4, -6, -0.4, 0.0, 5, -1, 4
[12] O=C(CN1C(=O)c2ccccc2S1(=O)=O)c1ccc(F)cc1
→ -5, 1, /, 2.0, 0.4, -4, 66*, -8
[13] Cc1noc(C)c1S(=O)(=O)Nc1cccc2c1O[C@H](CN(C)Cc1ccc(Cl)c(Cl)c1)[C@H](C)CN([C@H](C)CO)C2=O
→ -9, -16, 1, -8.1, -0.1, /, -2, -7
[14] C[C@@H]1CN([C@@H](C)CO)C(=O)c2cc(NC(=O)CCC(F)(F)F)ccc2O[C@H]1CN(C)S(=O)(=O)c1ccc(Cl)cc1
→ 11&-11, 4&-4, 2&3, 2.8&-0.2, -0.9&0.0, 0, -3&-3, 4&2
[15] C(#CCN1CCOCC1)CCCN1CCOCC1
→ -4, -1, -4, /, 0.3, -2, 1, -1
[16] CC(=O)N(C)C[C@H]1Oc2ncc(C#Cc3cccnc3)cc2C(=O)N([C@@H](C)CO)C[C@@H]1C
→ 6, 11, -5, 0.1, 6.2, -7, 10, -3
[17] CC(C)CC#Cc1ccc2c(c1)O[C@@H](CN(C)C(=O)C1CCC1)[C@H](C)CN([C@@H](C)CO)S2(=O)=O
→ 3, 8, 1, 1.0, -1.4, /, 30, 3
[18] CC(=O)c1ccc(NC(=O)CSC(=S)N2CCCC2)cc1
→ -5, 2, ?, /, -0.1, 6, -24, /
[19] Cc1cccc(NC(=O)c2nc[nH]c2C(=O)N(C)CCO)c1
→ -5, -4, /, /, 0.2, 3, -14, /
[20] O=C(CCCN=C1NS(=O)(=O)c2ccccc21)OCC(=O)N1CCc2ccccc21
→ /, /, -5, 0.0, /, 10, /, -12
[21] O=C(Cc1ccc(S(=O)(=O)N2CCOCC2)s1)NCCc1ccc(F)cc1
→ -45, -3, 5, /, 0.0, /, -2, 3
[22] COc1cccc(NC(=S)NCCCN2CCOCC2)c1
→ 3, 3, /, -1.9, 0.0, -1, -1, /
[23] Cc1ccc(N(C(=O)Cc2cccs2)C2C=CS(=O)(=O)C2)cc1Cl (stereo unspecified)
→ -24, 1, /, 0.3, 0.0, 6, -10, -8
[24] CN(c1cccnc1)c1ccc(NC(=O)Cc2c[nH]c3ccccc23)cc1Br
→ -35, 7, /, 3.4, -0.1, -3, -8, /
[25] CCOCCc1nnc(NC(=O)C2CC(=O)N(c3ccc(OCC)cc3)C2)s1 (stereo unspecified)
→ -4, -2, -1, /, 0.1, 5, -2, 2
[26] Cn1c(N)c(C(=O)COC(=O)c2ccc3c(c2)C(=O)N(c2ccc(Cl)cc2)C3=O)c(=O)n(C)c1=O
→ -6, 8, /, 2.6, 0.2, 2, 10, /
[27] CCOc1ccc(N(CC(=O)N2CCOCC2)S(=O)(=O)c2ccc(SC)cc2)cc1
→ -19, -2, -3, /, 0.1, 3, 3, -1
[28] CC(C)c1ccc(CN2CCC2(C)C(=O)Nc2ccc3c(c2)OCO3)cc1 (stereo unspecified)
→ 2, 4, -4, 0.3, 0.1, -10, 0, -9
[29] COc1ccc(CN(C)C(=O)C(Cc2ccccc2)NC(=O)c2ccccc2)cc1F (stereo unspecified)
→ -9, 2, 0, /, -0.1, /, 4, 8
[30] COCC#Cc1ccc([C@H]2[C@H]3CN(C(=O)c4cccnc4)CC(=O)N3[C@H]2CO)cc1
→ 2, -7, /, 0.6, 0.0, /, 15, /

Of the compounds above, these contain a CF3 group:
Each structure is followed by: RAD52 inh, S100A4 inh HTS, esBAF inh, E-sel inducer, XiGFP reactiv, FN deposition inh, EWS-Fli block, RAD54 inh
[10] NC(=S)NNC(=O)c1cc(C(F)(F)F)cc(C(F)(F)F)c1
→ 3, 25, /, 2.7, 0.0, -6, -1, 23
[14] C[C@@H]1CN([C@@H](C)CO)C(=O)c2cc(NC(=O)CCC(F)(F)F)ccc2O[C@H]1CN(C)S(=O)(=O)c1ccc(Cl)cc1
→ 11&-11, 4&-4, 2&3, 2.8&-0.2, -0.9&0.0, 0, -3&-3, 4&2

Next records follow.
entry	molecule	RAD52 inh	S100A4 inh HTS	esBAF inh	E-sel inducer	XiGFP reactiv	FN deposition inh	EWS-Fli block	RAD54 inh
31	O=C(Nc1cc(F)ccc1F)N1CCCCN2[C@H](C1)[C@@H](c1ccc(-c3ccccc3)cc1)[C@@H]2CO	-13	16	/	-0.3	0.2	/	/	4
32	Cc1c(C(=O)O)c(=O)n(-c2ccccc2)n1-c1ccccc1	-12	-1	3	-0.1	-0.1	0	1	/
33	COc1ccc(OC)c(/C=N/Nc2cc(C)nc(N3CCOCC3)n2)c1	-3	2	/	0.5	0.0	-1	10	-3
34	COc1cccc(-c2nc(CS(=O)(=O)CC(=O)NCCCN3CCOCC3)c(C)o2)c1	-3	9	-5	/	0.0	-15	-1	2
35	CCOC(=O)c1c(C)[nH]c(C)c1C(=O)COc1ncnc2cc([N+](=O)[O-])ccc12	-20	1	/	/	0.1	/	2	/
36	O=C(NNC(=O)c1cccs1)c1ccc(Cl)c(S(=O)(=O)N2CCCC2)c1	8	1	-2	-0.2	0.0	-1	-2	8
37	C[C@@H]1CN([C@@H](C)CO)C(=O)c2cc(N(C)C)ccc2O[C@@H]1CN(C)C	-7	-1	-5	/	-0.8	1	3	1
38	CN1CCN(C(=O)C[C@H]2CC[C@@H]3[C@H](COC[C@H](O)CN3S(=O)(=O)c3cccc(Cl)c3)O2)CC1	14	-4	-2	-0.1	0.0	-7	3	3
39	CC(CNc1nc2ccc(Cl)cc2n2cnnc12)c1ccccc1 (stereo unspecified)	-13	-1	8	-0.1	0.1	-3	-27	-5
40	CC(=O)N(C)C[C@H]1[C@H](c2ccccc2)[C@@H](CO)N1C(=O)C1CCC1	0	14	2	-0.1	0.0	3	-6	5
41	Cc1nn(CCCC(=O)NCCc2ccccc2)c(=O)c2nn(-c3ccccc3)c(C)c12	2	3	-1	/	0.0	-3	-3	2
42	C[C@@H]1CN([C@@H](C)CO)C(=O)c2cc(C#CCC3CCCC3)cnc2O[C@H]1CN(C)C(=O)c1cnccn1	-4	2	5	-2.3	-1.1	1	-2	3
43	O=C(Nc1ccccc1F)N1C[C@H]2[C@@H](c3ccccc31)[C@H](CO)N2C(=O)Cc1cccnc1	/	/	23	0.0	-0.1	-2	-28	11
44	Cc1ccc(C)c(NC(=O)C2CC3CCC2C3)c1 (stereo unspecified)	2	0	26	/	0.0	-2	-20	-2
45	CSc1ccccc1NC(=O)C1=CC(c2cccs2)=NS(=O)(=O)N1C	-2	0	26	4.4	-0.1	5	-12	7
46	CC1CCCN(C(=O)CSc2cnc3ccccc3n2)C1 (stereo unspecified)	-7	-1	37	/	/	/	-52	-6
47	COc1ccc(C(=O)Nc2c(C)csc2C(=O)O)cc1	-13	2	/	/	0.0	2	3	/
48	CCC(=O)Nc1ccc2c(c1)C(=O)N(C)C[C@H](OC)[C@@H](C)CN(C(=O)Cc1ccccn1)[C@H](C)CO2	-24	-8	-3	0.2	0.0	4	-2	-5
49	CO[C@@H]1CN(C)C(=O)c2ccc(NS(=O)(=O)c3ccc(Cl)cc3)cc2OC[C@@H](C)N(C)C[C@H]1C	-7	12	-2	-0.1	0.1&0.3	-2&3	11	-3
50	C[C@H]1CN([C@@H](C)CO)C(=O)c2cc(C#Cc3ccncc3)cnc2O[C@H]1CN(C)S(=O)(=O)c1ccccc1F	-4	2	-4	/	-0.1	/	2	4
51	COc1ccc(S(=O)(=O)N(C)C)cc1NC(=O)COC(=O)C1CC1	4	2	-7	0.2	0.0	9	1	0
52	COc1ccc(C(=O)c2coc3ccc(O)c(CN(C)C)c23)cc1	-7	-1	14	0.3	0.8	-2	-16	8

Assay outcomes deposited in PubChem BioAssay by Broad Institute.
